AT treatment = candidate therapy for ataxia-telangiectasia | […] A-T fibroblasts, KAP-1 phosphorylation AlphaLISA; neocarzinostatin DNA damage 30 min before lysis | Potency, µM (doses to about 57.5 µM), inactives show top-dose activation, hits mostly activators | 0.19% of 320,000 active | AID 485349; also: potency is read from the fitted curve at half-maximal effect; % of control where 0% means no effect; nearly all actives have a fitted effect of over 45% in size
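hTERT-immortalized A-T patient fibroblasts ([…]), 500 cells/well in OPTI-MEM, 1% FBS, got compounds for 60 min, then NCS for 30 min at 37C. Lysates were then assayed for phospho-KAP-1 by AlphaLISA (anti-pKAP1 donor, anti-KAP1 acceptor beads), 6 hr at 25C.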
KCNH2 WT inh = KCNH2 (human, wildtype) channel inhibition. Q12809. U2OS, BacMam KCNH2, thallium flux FluxOr; stronger effect = lower value. activity change, % at 1.84 µM. 0.37% of 340,000 active;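 active = maximum activity change below -70%; inconclusive = maximum activity change between -70% and -50%; inactive = maximum activity change above -50%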; also: % is scaled to controls: 0 for no effect and ±100 for the full control effect
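U2OS cells were transduced with wild-type KCNH2 virus (2.03 x 10^8 / mL) for 4 h at room temperature, then cultured overnight at 37 C. Thallium flux was read with FluxOr dye. Rate constants were normalized to DMSO controls.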
TSHR antag = blocks TSH signaling through the human TSH receptor; activity change, negative = inhibition, % at 11.5 µM; TSHR-expressing cells, TSH-stimulated cAMP HTRF, 2 h; stronger effect = lower value; 0.2% of 330,000 active; AID 504810; P16473;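 active = activity change below a set negative limit, meaning inhibition stronger than a set level, cut at about -70% in these data; inconclusive = activity change between two set negative limits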; also: % is scaled to controls: 0 for no effect and ±100 for the full control effect
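Read-out is FRET at 665 nm (cryptate excitation 337 nm) from a cryptate-tagged anti-cAMP antibody, competed by cell cAMP against cAMP-d2. Compounds are tested on freshly harvested TSHR cells challenged with 4nM TSH (EC80) for 2 hours at 37 deg C.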
Eya2 phos inh = Eya2 (human) phosphatase inhibition; O00167; recombinant Eya2, OMFP fluorescence dephosphorylation (OMFP is methylfluorescein phosphate); Potency, µM (doses to about 76.9 µM), for the others: at the top dose activity, negative = inhibition, hits mostly inhibitors; 0.006% of 330,000 active; also: potency is read from the fitted curve at half-maximal effect; % is scaled to controls: 0 for no effect and ±100 for the full control effect
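Eya2 protein (added as 0.2 uM solution) was preincubated with compound for 10 min at ambient temperature in 50 mM HEPES pH 7.5, 50 mM NaCl, 5 uM MgCl2, 0.05% BSA, 1 mM DTT. OMFP (added at 50 uM) then reacted 10 min; fluorescence read at 485/525 nm.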
TCR act = activators of T cell receptors | primary human leukocytes, anti-CD3, IL-2 HTRF, 48 h | Potency, µM (top dose mostly 9.22 µM), inactives show top-dose activation of IL-2 secretion, hits mostly activators | 330,000 tested, under 10 active; also: % of control where 0% means no effect
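Activity was scored as IL-2 release from primary human leukocytes given only a TCR signal (a-CD3 beads) plus compound for 48 hr. Detection used a two-antibody HTRF format read at 665nm.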
Mito fusion yeast = blocks mitochondrial division or promotes mitochondrial fusion; S. cerevisiae fusion-defective mutant growth rescue, CellTiterGlo 48 h; AID 485298; Potency, µM (top dose mostly 46.1 µM), without a hit: top-dose growth rescue (activation), actives largely listed as activators; 0.23% of 320,000 active;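 also: potency is read from the fitted curve at half-maximal effect; % of control where 0% means no effect; nearly all actives have a fitted effect of over 45% in size; temperature-sensitive fusion mutants such as fzo1-1 at 37 °C on non-fermentable ethanol glycerol medium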
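Yeast fusion mutant, YPEG (non-fermentable carbon), compound, 48 h at 37C non-permissive; CellTiterGlo added, 10 min RT, luminescence read. Rescued growth = division inhibition.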
ELG1 repair inh = blocks ELG1-dependent DNA repair in HEK293T cells. HEK293T ELG1-luciferase reporter, luminescence, 16 h; DNA damage induced by 5-fluorouridine. Potency, µM (highest dose often 46.1 µM), without a hit: top-dose activity change, negative = inhibition, usual class: inhibitors. 2.3% of 330,000 active. AID 504467; also: potency is read from the fitted curve at half-maximal effect; % is scaled to controls: 0 for no effect and ±100 for the full control effect; nearly all actives have a fitted effect of over 55% in size
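Cells (2,000 per well) received 5-fluorouridine plus test compound or DMSO and were incubated 16 hr at 37 °C, 5% CO2. Luciferase activity was read by luminescence 30 min after ONE-Glo addition; signal suppression marked inhibition of damage-induced ELG1 function.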
USP2a block = inhibitors of human ubiquitin-specific protease USP2a | Potency, µM (highest dose often 38.3 µM), without a hit: at the highest dose activity change, negative = inhibition, hits mostly inhibitors | AID 463254 | USP2 core, Ub-CHOP2 coupled fluorogenic reporter, 485/531 | 0.01% of 330,000 active | O75604;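 also: potency is read from the fitted curve at half-maximal effect; plate controls were DMSO wells for no effect and full inhibition by NEM control for full effect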
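Deubiquitinase activity read as fluorescence (485/531 nm) after Ub-CHOP2 cleavage activates the enterokinase reporter on its substrate; USP2 core 10nM, Ub-CHOP2 and substrate 25nM each, 30min compound preincubation then 60min RT; data normalized to NEM, curves fitted.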
KCNH2 3.1 inh = KCNH2 3.1 (human) potassium channel inhibition; U2OS KCNH2 3.1, thallium flux FluxOr; stronger effect = lower value; activity change, % (tested at about 1.8 µM); 0.95% of 340,000 active;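 active = maximum activity change below -70%; inconclusive = maximum activity change from -70% to -50%; inactive = maximum activity change above -50%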;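 also: thallium influx rate constant from kinetic fluorescence after stimulation buffer; % is scaled to controls: 0 for no effect and ±100 for the full control effect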
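Measured as rate of thallium-driven FluxOr signal in transduced U2OS cells carrying the 3.1 channel, read kinetically for 2 min upon stimulation; values are rate constants scaled to DMSO control wells.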
TRPV1 ag = human TRPV1 agonism | TRPV1-expressing cells, Fluo-8 calcium influx, agonist mode | activation, % at 8.33 µM | 0.19% of 320,000 active | AID 540275; in the data active = activation above about 80%; inconclusive = between about 30% and that limit; also: 0% is about no effect
Target sequence (Q8NER1 whole entry, looked up): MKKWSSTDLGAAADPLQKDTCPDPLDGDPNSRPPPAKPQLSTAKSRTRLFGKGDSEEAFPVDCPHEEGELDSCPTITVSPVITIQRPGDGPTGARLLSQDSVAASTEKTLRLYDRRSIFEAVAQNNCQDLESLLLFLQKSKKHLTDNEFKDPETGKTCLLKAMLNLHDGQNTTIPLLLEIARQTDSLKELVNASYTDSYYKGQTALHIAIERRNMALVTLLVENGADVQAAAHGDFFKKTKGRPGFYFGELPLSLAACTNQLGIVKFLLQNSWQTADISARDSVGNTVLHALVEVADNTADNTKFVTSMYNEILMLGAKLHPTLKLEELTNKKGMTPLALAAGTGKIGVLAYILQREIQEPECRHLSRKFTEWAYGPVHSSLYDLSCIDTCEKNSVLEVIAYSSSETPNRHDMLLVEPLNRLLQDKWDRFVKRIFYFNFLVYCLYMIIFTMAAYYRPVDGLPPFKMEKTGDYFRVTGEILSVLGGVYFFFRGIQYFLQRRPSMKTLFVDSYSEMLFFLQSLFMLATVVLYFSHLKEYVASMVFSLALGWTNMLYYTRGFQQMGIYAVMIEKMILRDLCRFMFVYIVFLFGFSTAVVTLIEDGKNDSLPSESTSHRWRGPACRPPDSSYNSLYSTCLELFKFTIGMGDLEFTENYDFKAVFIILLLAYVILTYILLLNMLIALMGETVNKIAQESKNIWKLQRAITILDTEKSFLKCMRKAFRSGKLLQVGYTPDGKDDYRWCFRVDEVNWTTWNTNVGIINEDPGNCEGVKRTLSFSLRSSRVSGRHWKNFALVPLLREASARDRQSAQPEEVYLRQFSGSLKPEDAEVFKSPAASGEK
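TRPV1-expressing cells were cultured overnight at 35.5C and loaded with Fluo-8 calcium dye for 40 to 90 min at room temperature. After a 10 s baseline, compound was added and calcium influx was read kinetically for 3 min (ex 480/em 520 nm).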
* hit, by the source's call; ? = inconclusive; nt = not tested or not shown; [ ] = another dose, or the depositor's remark. Unless noted, calls follow the shape of the dose curve; as a rule, active = well fitted curve in the direction sought with a large enough effect; inconclusive = small, poorly fitted or top-dose-only effect, or another doubt; inactive = no such curve, though single readings can be large; an effect the other way counts as inactive or inconclusive.

A first look, 4 compounds:
SMILES | AT treatment | KCNH2 WT inh | TSHR antag | Eya2 phos inh | TCR act | Mito fusion yeast | ELG1 repair inh | USP2a block | KCNH2 3.1 inh | TRPV1 ag
O=C(c1ccc2c(c1)N(Cc1ccccc1)CCS2)N1CCOCC1 | 0% | -4 | -21 | 1% | 2% | 1% | -4% | 3% | -6 | 20
O=C1CC(c2ccccc2)c2cccc(F)c21 (configuration not stated) | 5% | -4 | -4 | 8% | -3% | 1% | 11% | 1% | -13 | 5
CCNc1ccc(C(=O)OCC)cc1NC(=O)c1cccc(S(=O)(=O)N2CCOCC2)c1 | -1% | 11 | 15 | 10% | 10% | -1% | -11% | 3% | 4 | 0
COC(=O)c1c(NS(=O)(=O)Cc2ccccc2)sc2c1CCCC2 | nt | -3 | 22 | -9% | nt | -3% | -2% | -1% | 13 | -5

The listing, from the start:
SMILES | AT treatment | KCNH2 WT inh | TSHR antag | Eya2 phos inh | TCR act | Mito fusion yeast | ELG1 repair inh | USP2a block | KCNH2 3.1 inh | TRPV1 ag
O=C(c1ccc2c(c1)N(Cc1ccccc1)CCS2)N1CCOCC1 | 0% | -4 | -21 | 1% | 2% | 1% | -4% | 3% | -6 | 20
O=C1CC(c2ccccc2)c2cccc(F)c21 (configuration not stated) | 5% | -4 | -4 | 8% | -3% | 1% | 11% | 1% | -13 | 5
CCNc1ccc(C(=O)OCC)cc1NC(=O)c1cccc(S(=O)(=O)N2CCOCC2)c1 | -1% | 11 | 15 | 10% | 10% | -1% | -11% | 3% | 4 | 0
COC(=O)c1c(NS(=O)(=O)Cc2ccccc2)sc2c1CCCC2 | nt | -3 | 22 | -9% | nt | -3% | -2% | -1% | 13 | -5
CCOC(=O)C1=C(C)N2C(=C(C#N)[C@@H]1c1ccc(C(=O)OC)cc1)SC[C@@]2(O)C(C)(C)C | -1% | 15 | -9 | -14% | 2% | 11% | ? | -2% | -2 | ?
Cc1onc(-c2ccccc2)c1CNC(=O)Nc1ccc(F)cc1F | -1% | -12 | 7 | 15% | 1% | 8% | ? | 1% | -20 | ?
COc1ccc(OC)c(NC(=O)Nc2nnc(N3CCCCC3C)s2)c1 (configuration not stated) | 7% | -2 | 7 | -15% | -2% | 5% | 0% | -18% | -1 | 0
CC(=O)Nc1ccc(C(=O)N/N=C/c2ccccc2OC(=O)c2ccc(Cl)cc2)cc1 | 5% | -15 | 5 | -14% | 0% | 1% | ? | 0% | 0 | -1
COc1ccc(OC)c(CCNC(=O)Cn2cccc2C(=O)c2ccccc2)c1 | -3% | -7 | -9 | 3% | 4% | 11% | -2% | -2% | 10 | 2
CCOC(=O)c1cc2c(=O)n3ccccc3nc2n(C(C)C)c1=NC(=O)c1c(-c2c(F)cccc2Cl)noc1C | 6% | 23 | -15 | -7% | 1%[46.1 µM] | 7% | 5.8µM* | -2% | -5 | -3
N#Cc1nc(COc2ccc(-c3ccccc3)cc2)oc1NCc1cccnc1 | nt | -14 | nt | nt | -5% | 12% | nt | nt | ? | -1
Cc1[nH]c2ccccc2c1C(=O)COC(=O)C1CC(=O)N(Cc2ccco2)C1 (configuration not stated) | -3% | -4 | -13 | -16% | -3% | -3% | 0% | 0% | -1 | -2
O=c1cc(CSc2nnnn2-c2ccccc2)nc2scc(-c3ccccc3)n12 | -8% | -21 | 0 | 2% | 1% | -4% | -13% | 1% | -18 | 6
O=C(Cc1cccs1)N(c1ccccc1)C1C=CS(=O)(=O)C1 (configuration not stated) | 2% | 0 | -2 | 8% | -6% | 0% | -1% | 0% | 16 | 2
C/C(=N\NC(=O)C1CC1c1ccccc1)c1cccc([N+](=O)[O-])c1 (configuration not stated) | 1% | 46 | 6 | 10% | 1% | 1% | ? | 1% | 9 | ?
c1ccc2c(CNCCN3CCOCC3)cccc2c1 | 2% | -6 | -9 | -9% | -2% | 3% | -6% | 3% | 0 | 0
COc1ccc(-c2c(-c3cc(OC)cc(OC)c3)n(C)c3ccc(-c4ccc(OC)nc4)cc23)cc1 | -1% | -41 | -13 | 7% | -5% | 2% | -19% | 1% | -2 | 1
O=C(CNC(=O)c1ccco1)OCC(=O)c1ccc(Br)cc1 | 8% | 13 | 18 | 12% | -1% | 8% | 13% | -2% | 11 | 0
O=C(Nc1cccc(F)c1)C1CCN(c2nnnn2-c2ccccc2)CC1 | -5% | -14 | -6 | 10% | 1% | 4% | ? | 1% | 9 | 12
CC(C)(C)c1ccc(Cc2n[nH]c(=S)[nH]c2=O)cc1 | -3% | 4 | -11 | 15% | -6% | 24% | -23% | -1% | 13 | 5

Brought forward from above: two compounds, then new ones.
SMILES | AT treatment | KCNH2 WT inh | TSHR antag | Eya2 phos inh | TCR act | Mito fusion yeast | ELG1 repair inh | USP2a block | KCNH2 3.1 inh | TRPV1 ag
O=C(Nc1cccc(F)c1)C1CCN(c2nnnn2-c2ccccc2)CC1 | -5% | -14 | -6 | 10% | 1% | 4% | ? | 1% | 9 | 12
CC(C)(C)c1ccc(Cc2n[nH]c(=S)[nH]c2=O)cc1 | -3% | 4 | -11 | 15% | -6% | 24% | -23% | -1% | 13 | 5
CCN(Cc1nc(-c2ccc(OC)cc2)no1)C(=O)c1ccoc1C | -7% | -8 | 17 | -22% | 3% | 2% | -22% | -2% | -5 | 2
C=CCOc1ccc(C2NC(=S)NC3=C2CCc2ccccc23)cc1 (configuration not stated) | 3% | -12 | -5 | -19% | 0% | 24% | 5.2µM* | 1% | 15 | -1
O=C(O)CC(NS(=O)(=O)Cc1ccccc1)c1cccc([N+](=O)[O-])c1 (configuration not stated) | -9% | 3 | -3 | 4% | 7% | -14% | 1% | 3% | 24 | 2
COc1ccc(CC(=O)NNC(=S)NC(=O)c2cccnc2)cc1 | -13% | 2 | -3 | ? | 9% | 5% | -10% | 1% | 0 | 0
O=C(CCN1CCOCC1)N1CCCC(Nc2ccc(F)cc2)C1 (configuration not stated) | 2% | 0 | 3 | -5% | -1% | -1% | 0% | -2% | 6 | -4
O=C(CSc1nnc(C2CCCCC2)o1)N1CCCCC1 | 0% | -7 | -2 | 15% | 7% | 6% | ? | 3% | -11 | ?
O=C(NCc1ccccn1)c1nc(-c2ccc(C(F)(F)F)cc2)no1 | 3% | 0 | 9 | 5% | 2% | 10% | 11% | 2% | nt | ?
OCCNc1nc2ccccc2nc1NCCO | -2% | 6 | -7 | 15% | -11% | -3% | 12% | 0% | 23 | 4
COc1ccc(/C=C2\SC(N)=NC2=O)cc1Cl | -5% | 2 | -2 | -1% | 6% | 15% | 0% | -8% | -3 | 1
CCOC(=O)N1CCN(Cc2oc(CO)cc(=O)c2O)CC1 | 0% | -5 | 19 | 12% | 14% | -1% | 0% | 3% | 4 | -1
COC(=O)C1CCN(C(=O)COC(=O)COc2ccc(C#N)cc2)CC1 | -1% | 0 | -4 | 0% | -1% | 0% | -4% | 1% | -10 | 1
Cc1ccc2c(c1)-n1c(nc3cc(Cl)ccc3c1=O)C(Cc1ccccc1)NC2=O (configuration not stated) | -4% | nt | -2 | 0% | nt | nt | ? | -1% | nt | nt
COc1ccc(N(CC(=O)NCCSc2ccccc2)S(C)(=O)=O)cc1 | 1% | 3 | -5 | -19% | 0% | -1% | -5% | 3% | -3 | -2
O=C1c2ccccc2C2(c3ccccc3)NCCN12 (configuration not stated) | 1% | -2 | -28 | 19% | 2% | ? | -4% | 5% | -17 | -4
Nc1nc(Cl)cc(Oc2ccc(Cl)cc2)n1 | -5% | -8 | 5 | 8% | 4% | 7% | 8% | 8% | 11 | -6
CCCOC(=O)c1cc(=O)[nH]c2ccccc12 | 0% | 4 | 6 | -23% | 0% | 4% | 17% | 0% | 4 | 0
CC1CCN(CC(=O)NNC(=O)c2cccc(Br)c2)CC1 | 13% | 8 | 5 | -21% | -3% | -6% | 9% | -5% | 8 | -1
COc1ccccc1NC(=O)c1ccc(NS(=O)(=O)c2ccc(F)c(F)c2F)cc1 | 15% | -1 | 13 | -7% | 0%[46.1 µM] | ? | 11% | 1% | 17 | -5
CN(C(=O)c1ccc(NC(=O)Cc2ccc(NC(=O)C3CCCN(C(=O)C4CCCC4)C3)cc2)cc1)C1CC1 (configuration not stated) | 5% | 5 | -17 | 4% | 3% | -8% | -14% | 1% | 7 | -3
CC(=O)NC(=O)NC1OC(=O)C(Cl)=C1Cl (configuration not stated) | 7% | 6 | 3 | -1% | nt | -2% | 21% | -1% | -6 | -1
CCn1c2ccccc2c2cc(/C=N/n3c(C)nnc3C)ccc21 | 14% | -8 | -13 | -19% | -1% | ? | 23% | -2% | -23 | -8

High-throughput results: PubChem BioAssay, National Center for Advancing Translational Sciences (NCATS)

Some of the compounds tested; count on the stated rates, not on these rows.
